NPY Y1 blocker – blocks the human neuropeptide Y Y1 receptor; P25929; HEK293-CNG Y1 cells, membrane potential fluorescence; NPY at EC95, then isoproterenol; inhibition, % at 3.6 µM; 1% of 200,000 active; AID 1040;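 active means inhibition above the campaign mean inhibition of all tested compounds plus 3 SD, cut at about 20% in these data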;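 further: 0% = DMSO wells given NPY plus isoproterenol and 100% = isoproterenol alone without NPY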
Target sequence (P25929 whole entry, looked up): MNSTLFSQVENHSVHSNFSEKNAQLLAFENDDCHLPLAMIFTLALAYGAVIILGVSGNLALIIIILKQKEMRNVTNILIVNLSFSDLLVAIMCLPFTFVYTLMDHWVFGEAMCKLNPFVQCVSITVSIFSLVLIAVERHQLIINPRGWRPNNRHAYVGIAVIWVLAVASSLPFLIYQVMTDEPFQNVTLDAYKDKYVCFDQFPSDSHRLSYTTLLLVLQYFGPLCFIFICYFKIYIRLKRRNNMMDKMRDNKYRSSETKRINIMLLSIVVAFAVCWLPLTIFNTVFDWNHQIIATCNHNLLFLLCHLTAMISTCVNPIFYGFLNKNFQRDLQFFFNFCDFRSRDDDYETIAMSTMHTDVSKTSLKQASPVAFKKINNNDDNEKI
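Assay system: HEK293 Y1/CNG channel cell line; Doses: single compound dose of 3.6 µM, 0.4% DMSO; Timing: dye 3 h, compound 60 min room temperature, stimulation 45 min; Technique: Membrane-potential fluorescent dye readout; Measure: % inhibition of NPY effect.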
CHOP inhibitor – inhibitors of CHOP induction in ER stress response; CHO-K1 CHOP-promoter luciferase, tunicamycin-induced, 15-18 h; inhibition, % at 10 µM; 3.8% of 220,000 active;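 active means compounds that reduced the stress-induced luciferase reporter signal by more than about 70% of percent inhibition, limit read from the data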;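 further: 0% = tunicamycin plus vehicle and 100% = wells without tunicamycin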
TRPML3 ag – human mucolipin-3 channel agonism; activation, % at 3 µM; 0.29% of 220,000 active; HEK293 TRPML3-YFP, Fluo-8 calcium fluorescence; 100% = the carbachol control signal; Q8TDD5;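 active means activation above its plate's cutoff, the mean activation of the plate's test wells plus 3 SD, cut at about 12% in these data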;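 further: 0% = DMSO only wells and 100% = carbachol wells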
Target sequence (Q8TDD5 whole entry, looked up): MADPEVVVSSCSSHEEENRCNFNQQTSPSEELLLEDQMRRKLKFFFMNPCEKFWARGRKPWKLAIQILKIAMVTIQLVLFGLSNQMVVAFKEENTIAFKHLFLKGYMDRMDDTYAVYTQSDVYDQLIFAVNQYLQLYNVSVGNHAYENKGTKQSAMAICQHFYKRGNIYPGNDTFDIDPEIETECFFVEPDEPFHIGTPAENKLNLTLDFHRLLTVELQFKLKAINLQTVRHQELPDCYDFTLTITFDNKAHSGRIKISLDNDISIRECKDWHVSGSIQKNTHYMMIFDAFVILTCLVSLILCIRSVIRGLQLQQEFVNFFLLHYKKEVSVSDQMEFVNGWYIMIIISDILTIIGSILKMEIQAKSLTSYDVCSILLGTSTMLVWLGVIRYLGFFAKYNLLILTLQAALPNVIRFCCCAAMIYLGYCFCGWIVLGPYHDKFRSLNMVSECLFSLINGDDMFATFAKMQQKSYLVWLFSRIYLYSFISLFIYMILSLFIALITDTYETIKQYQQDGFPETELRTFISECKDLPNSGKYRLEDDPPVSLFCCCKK
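Test system: TRPML3-YFP stable HEK293 cells. Doses: single point at 3 µM. Incubation: dye loading 1 h 37 °C then 30 min ambient, 125 s read. Signal: Fluo-8 calcium dye fluorescence, ex 470-495, em 515-575 nm. Measure: percent activation from peak-to-basal fluorescence ratio, scaled between DMSO and carbachol.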
NPY-Y2 PAM-ag – potentiators or agonists of human neuropeptide Y receptor Y2. activation, % at 3.6 µM. cells expressing NPY-Y2, potentiator/agonist read-out. 0.45% of 220,000 active. AID 1359; in the data active means activation above about 27%;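 further: cells stimulated with NPY near EC25 plus isoproterenol at EC100; 0% = vehicle plus submaximal agonist and 100% = vehicle plus saturating agonist; some results beyond the cut were filed as inactive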
EP2 mod – modulates human prostaglandin E2 receptor EP2 signaling | P43116 | EP2-expressing cells, cAMP HTRF FRET, PGE2 co-stimulation | induction, % at 25 µM | 0.83% of 260,000 active;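 active means compounds whose cAMP rise, as percent of the full-agonist control response, exceeds 60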;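 further: rat C6 glioma line stably carrying human EP2 under a CMV promoter; the protocol text gives 20 µM as final concentration; 100% = response of wells given 1 µM PGE2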
S1P4 agonist – human S1P4 receptor agonism; O95977; activation, % at 4.98 µM; S1P4-expressing cell line, agonist reporter assay; 0.35% of 220,000 active; in the data active means activation above about 11%;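 further: 0% = DMSO vehicle and 100% = reference agonist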
zfTRPN1 agonist – zebrafish TRPN1 (NompC) channel agonism; HEK293 zebrafish TRPN1-YFP, Fluo-8 calcium fluorescence; 100% = response to 87 µM carbachol; activation, % at 3 µM; 0.18% of 220,000 active;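 active means activation above its plate's cutoff, the mean activation of test wells on that plate plus 3 SD, cut at about 19% in these data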;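 further: 0% = DMSO alone and 100% = 87 µM carbachol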
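Assay system: Zebrafish TRPN1-YFP in HEK293 cells | Incubation: Dye loading 1 h at 37 °C, then 30 min room temperature | Measured by: Kinetic Fluo-8 fluorescence, ex 470-495, em 515-575 nm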
S1P4 antagonist – antagonists of human S1P4 receptor | O95977 | S1P4-expressing cells, antagonist mode, reporter read-out | inhibition, % at 4.98 µM | 0.26% of 220,000 active | AID 1510; in the data active means inhibition above about 29%;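 further: 0% = wells stimulated with agonist and 100% = vehicle wells without agonist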
NPY-Y1 PAM-ag – potentiates or activates human NPY-Y1 receptor | P25929 | NPY-Y1 expressing cells, potentiator/agonist activation | activation, % at 3.6 µM | 0.37% of 220,000 active; in the data active means activation above about 33%, passing the limit was not always enough;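 further: cells stimulated with NPY at EC10 then isoproterenol at EC100; 0% = low agonist plus stimulus and 100% = saturating agonist plus stimulus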
An asterisk follows results filed as active; . = not tested or not shown; & = joins results of further samples. An unsorted share of the library; overall some 6.5% were active at least once.

SMILES	NPY Y1 blocker	CHOP inhibitor	TRPML3 ag	NPY-Y2 PAM-ag	EP2 mod	S1P4 agonist	zfTRPN1 agonist	S1P4 antagonist	NPY-Y1 PAM-ag
COc1ccc(-c2cc(=O)c3cc(OC)ccc3o2)cc1	3	78*	1.4	0	10&19	-1.6	0.2	-7	-7
N#Cc1ccc(-c2ccc(OCC(=O)NCCCN3CCCC3=O)cc2)cc1	-2	35	0.6	-1	-50	1.6	0.1	2	14
O=C(NCc1ccccc1F)C1CCCN1C(=O)NCc1ccccc1 (stereo not given)	-4	-21	0.8	5	18	0.2	-0.6	-9	-11
COc1cc(CNc2ccc3[nH]c(=O)[nH]c3c2)cc(Cl)c1OCC(=O)NC(C)(C)C	8	12	0.9	19	6	-1.6	1.9	-10	0
CCOC(=O)COn1c(SCC(=O)OCC)nc2ccccc2c1=O	-7	-16	0.3	-5	40	-1.0	0.3	6	-2
N=c1c2c3c(sc2ncn1N)CCC3	.	14	0.2	8	13	-0.8	0.9	6	27
CCOCCOC(=O)C1=C(C)NC2=C(C(=O)CC(c3cccs3)C2)C1c1ccsc1 (stereo not given)	-5	65	-0.3	10	-3	1.7	2.0	-4	-13
COc1ccccc1NC(=O)CSc1nnc(COc2ccc(Cl)cc2)n1Cc1ccco1	10	49	-0.9	-2	14	0.9	-1.6	-8	8
CC1(C)CC(=O)NC=C(c2ccccc2)C1	-1	8	0.9	20	6	0.8	0.4	-2	15
Cc1ccc(SCCCCN2C(=O)NC(C)(C)C2=O)cc1	-3	37	0.4	15	-6	0.1	0.2	-6	4
CCOc1ccc(-n2c(=O)c3c4c(sc3n(CC(=O)NCC3CCCO3)c2=O)CCCC4)cc1 (stereo not given)	-1	0	0.1	5	-2	1.0	-0.5	-6	11
CCN(CC)S(=O)(=O)c1cccc(C(=O)NCC(c2ccccc2)N(C)C)c1 (stereo not given)	7	4	0.7	-7	-16	0.9	0.7	-4	22
CC1(C)Cc2cccc(OCC(=O)Nc3ccc(OCC(N)=O)cc3)c2O1	3	-15	0.3	3	-14	3.2	4.1	-26	11
COc1ccccc1-n1c(-c2ccccc2)c[n+]2c1CCc1ccccc1-2	33*	6&-9	0.9&-0.4	14&-25	-15&-64	0.8&-0.4	-0.6&-2.3	-14&0	-66&-39
O=C(Nc1ccccc1)/C(=C1\CCCN1)[N+](=O)[O-]	-2	-24	-0.4	4	-5	0.5	-0.8	-15	3
OC(COC(c1ccccc1)c1ccccc1)CN1CCCCC1 (stereo not given)	7	0	1.6	-28	-8	0.3	-2.5	-10	-13
CCOC(=O)c1nc2nc(-c3cccs3)cc(C(F)(F)F)n2n1	-3	21	1.1	-3	-6	0.3	-0.3	-21	2
N#C/C(=N\Nc1ccc([N+](=O)[O-])cc1)C(N)=S	.	3	7.9	15	-57	0.8	8.6	-3	23
N#C/C(=C/C=C/c1ccccc1)C(=O)Nc1ccccc1	5	44	0.6	-2	20	0.1	0.9	-8	4
OC(COc1ccc2ccccc2c1Cl)CN1CCOCC1 (stereo not given)	4	48	0.9	11	-19	1.1	1.3	15	-20
Cc1cc(NC(=O)CCSc2nc(-c3ccco3)cc(C(F)(F)F)n2)n(-c2ccccc2)n1	7	34	-0.8	-3	33	0.3	-0.8	-14	-54
COc1ccc(OC)c(S(=O)(=O)N2c3cc(F)ccc3CCC2C)c1 (stereo not given)	3	7	0.2	0	-2	-1.7	-0.7	1	-20
CCN(CC(=O)Nc1ccc2c(c1)OCCO2)Cc1cc(=O)n2ccsc2n1	0	4	0.4	7	21	0.6	0.0	1	-12
O=C(CSc1nc(O)cc(=O)[nH]1)N1c2ccccc2CCc2ccccc21	.	4	0.7	2	31	0.7	1.4	-11	16
COc1cc(CCC(=O)N2CCN(S(=O)(=O)c3ccc(C)c(C)c3)CC2)cc(OC)c1OC	-1	-6	-0.6	3	-10	-1.4	-0.3	-1	-4
COc1ccc(OC)c2c(C)cc(N3CCN(C(=O)c4ccc(Cl)cc4)CC3)nc12	2	30	-1.6	-23	-55	-0.4	-1.7	-4	-17
COc1ccc(CNC(=O)CCN2C(=S)NC(C)(C)CC2C)cc1 (stereo not given)	-5	9	-0.2	3	7	0.6	-0.4	13	-5
CCCC(=Nc1ccccc1)C1=C(O)C(C(=O)OC)C(C)(C)CC1=O (stereo not given)	-3	9	-1.3	-10	10	1.1	0.5	3	-6
CCN1CCN(CCCNC(=O)C(NC(=O)C2CCC(C)CC2)C(C)C)CC1 (stereo not given)	10	2	0.2	-16	11	1.2	0.1	-7	12
CC(C)OC(=O)c1ccc(COC(=O)c2cnccn2)cc1	-5	1	1.1	7	3	-1.3	-0.3	8	11
COc1ccc(CCn2c(N)c(S(=O)(=O)c3cccs3)c3nc4ccccc4nc32)cc1OC	-11	26	-0.8	19	9	-1.1	1.4	5	20
CCOC(=O)N1CCN(C(=O)CSc2nnc(COc3ccc(Cl)cc3)o2)CC1	7	28	0.3	-2	-4	-1.5	2.4	0	-3
Cc1ccc(NC(=O)CN(C)C(=O)CCCN2C(=O)c3ccccc3C2=O)cc1	1	25	0.2	8	-3	38*	-0.1	-6	5
OCC1CCCCN1C(=S)NCc1ccco1 (stereo not given)	2	15	1.4	11	0	1.8	1.4	-14	17
CC(C)(C)C(=O)Nc1ccccc1C(=O)Nc1cc(Cl)ccc1Cl	10	61	-0.4	-15	22	1.3	2.2	-19	-20
CCOC(=O)C1=NNC2(c3ccc(C)cc3)C(=O)N(c3ccc(Cl)cc3)C(=O)C12 (stereo not given)	-6	6	-0.7	13	30	-0.2	-0.2	-10	-2
COc1ccc2oc(=O)c(-c3nnc(N)s3)cc2c1	6	6	0.1	9	-18	-0.6	0.4	7	22
COCCSc1ccccc1C(=O)N1CCN(Cc2ccc3c(c2)OCO3)CC1	5	10	0.9	9	9	1.4	0.7	-16	-21
O=C1NC(Cc2c[nH]c3ccccc23)C(=O)N1CCOc1ccc(F)cc1 (stereo not given)	-2	45	0.3	5	-7	0.2	1.5	0	-3
CCOc1cc(CNc2ccc(O)cc2)cc(Br)c1OCc1ccccc1F	-4	110*	-1.2	6	41	-0.5	-2.1	-10	31
CC(C)(C)C(=O)CSc1nc2ncc(Br)cc2[nH]1	1	43	1.0	0	24	1.7	1.1	-12	7
Cc1cc(N2CCCC2=O)cc(C)c1S(=O)(=O)NCCOc1ccc(C(C)(C)C)cc1	6	78*	0.8	-8	-64	1.2	1.6	4	-16
O=C(CN1CCCCC1)N1N=C(c2cccs2)CC1c1cccs1 (stereo not given)	6	8	0.1	0	9	0.2	-0.4	-6	-4
c1ccc(-c2nc(-c3cccnc3)n[nH]2)cc1	3	8	0.6	-11	18	0.8	0.1	-12	-6
CCCCOC(=O)CSCC(=O)N1N=C(c2cccs2)CC1c1ccc(F)cc1 (stereo not given)	1	46	0.7	-20	37	2.8	-1.6	-8	2
Cc1ccc(C)c(S(=O)(=O)c2c(N)n(/N=C/c3ccco3)c3nc4ccccc4nc23)c1	-2	24	-0.5	18	43	0.8	-0.3	8	11
Cn1nccc1C(=O)N/N=C/c1ccccc1[N+](=O)[O-]	.	-3	1.1	16	-8	0.9	1.8	-6	25
O=C(COC(=O)/C=C/c1cccs1)NC(=O)Cc1ccccc1	11	-1	0.1	-21	7	1.8	-0.8	-8	-29
CC(C(=O)NCCc1ccc(F)cc1)N1CCN(Cc2ccccc2)CC1 (stereo not given)	3	6	0.4	9	10	-1.1	-0.2	-11	19
COc1cccc(CNC(=O)CCC2CCCN(C(=O)c3ccc(OC)o3)C2)c1 (stereo not given)	-3	-9	-0.2	-11	-5	-0.3	0.4	-6	-4
COc1cccc(-n2nnc3c(=O)n(CC(=O)Nc4ccc(C)cc4)cnc32)c1	-6	-25	0.5	6	2	0.7	0.2	-27	2

In a second layout: 13 of the compounds above.
Compound,NPY Y1 blocker,CHOP inhibitor,TRPML3 ag,NPY-Y2 PAM-ag,EP2 mod,S1P4 agonist,zfTRPN1 agonist,S1P4 antagonist,NPY-Y1 PAM-ag
O=C1NC(Cc2c[nH]c3ccccc23)C(=O)N1CCOc1ccc(F)cc1 (stereo not given),-2,45,0.3,5,-7,0.2,1.5,0,-3
CCOc1cc(CNc2ccc(O)cc2)cc(Br)c1OCc1ccccc1F,-4,110*,-1.2,6,41,-0.5,-2.1,-10,31
CC(C)(C)C(=O)CSc1nc2ncc(Br)cc2[nH]1,1,43,1.0,0,24,1.7,1.1,-12,7
Cc1cc(N2CCCC2=O)cc(C)c1S(=O)(=O)NCCOc1ccc(C(C)(C)C)cc1,6,78*,0.8,-8,-64,1.2,1.6,4,-16
O=C(CN1CCCCC1)N1N=C(c2cccs2)CC1c1cccs1 (stereo not given),6,8,0.1,0,9,0.2,-0.4,-6,-4
c1ccc(-c2nc(-c3cccnc3)n[nH]2)cc1,3,8,0.6,-11,18,0.8,0.1,-12,-6
CCCCOC(=O)CSCC(=O)N1N=C(c2cccs2)CC1c1ccc(F)cc1 (stereo not given),1,46,0.7,-20,37,2.8,-1.6,-8,2
Cc1ccc(C)c(S(=O)(=O)c2c(N)n(/N=C/c3ccco3)c3nc4ccccc4nc23)c1,-2,24,-0.5,18,43,0.8,-0.3,8,11
Cn1nccc1C(=O)N/N=C/c1ccccc1[N+](=O)[O-],.,-3,1.1,16,-8,0.9,1.8,-6,25
O=C(COC(=O)/C=C/c1cccs1)NC(=O)Cc1ccccc1,11,-1,0.1,-21,7,1.8,-0.8,-8,-29
CC(C(=O)NCCc1ccc(F)cc1)N1CCN(Cc2ccccc2)CC1 (stereo not given),3,6,0.4,9,10,-1.1,-0.2,-11,19
COc1cccc(CNC(=O)CCC2CCCN(C(=O)c3ccc(OC)o3)C2)c1 (stereo not given),-3,-9,-0.2,-11,-5,-0.3,0.4,-6,-4
COc1cccc(-n2nnc3c(=O)n(CC(=O)Nc4ccc(C)cc4)cnc32)c1,-6,-25,0.5,6,2,0.7,0.2,-27,2
